Epigenetic derep = derepresses silenced GFP reporter in murine cells; hit rate 0.2% among 280,000; murine LDR cells, GFP reporter derepression, 30 h; Potency, µM (top dose mostly 53.9 µM), without a hit: top-dose GFP activation, hits mostly activators; AID 1865; note: % of control where 0% means no effect; nearly all actives have a fitted effect of over 60% in size
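Murine LDR cells bearing a silenced CMV-driven GFP reporter were exposed to compound for 30 h at 37 C. After PBS washes, GFP-positive cells (20-120 um objects) counted by laser-scanning microplate cytometry.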
RGS12 GoLoco inh = RGS12 GoLoco-Gai1 interaction inhibition; P63096; Gai1:RGS12 GoLoco peptide FP, rhodamine, 10 min; Potency, µM (highest dose often 61.6 µM), without a hit: top-dose activity, negative = inhibition, most hits filed as inhibitors; hit rate 0.44% among 230,000; AID 880; active = well fitted inhibition curve with a large enough effect, not every such curve was filed as active; inactive = no such curve, though single readings can be large or run the other way; note: % is set by controls: 0 for no effect and ±100 for the full control effect; nearly all actives have a fitted effect of over 30% in size; many of its hits are not listed in these tables
RECQ1 helicase = blocks DNA unwinding by human RECQ1; hit rate 0.54% among 240,000; P46063; AID 2549; RECQ1 DNA unwinding, red fluorescence kinetic read; Potency, µM (titrated, usually from 57.3 µM), inactives show top-dose activity, negative = inhibition, actives largely listed as inhibitors;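 note: plate controls were vehicle for no effect and no enzyme for full effect; nearly all actives have a fitted effect of over 30% in size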
Target sequence (P46063 whole entry, looked up): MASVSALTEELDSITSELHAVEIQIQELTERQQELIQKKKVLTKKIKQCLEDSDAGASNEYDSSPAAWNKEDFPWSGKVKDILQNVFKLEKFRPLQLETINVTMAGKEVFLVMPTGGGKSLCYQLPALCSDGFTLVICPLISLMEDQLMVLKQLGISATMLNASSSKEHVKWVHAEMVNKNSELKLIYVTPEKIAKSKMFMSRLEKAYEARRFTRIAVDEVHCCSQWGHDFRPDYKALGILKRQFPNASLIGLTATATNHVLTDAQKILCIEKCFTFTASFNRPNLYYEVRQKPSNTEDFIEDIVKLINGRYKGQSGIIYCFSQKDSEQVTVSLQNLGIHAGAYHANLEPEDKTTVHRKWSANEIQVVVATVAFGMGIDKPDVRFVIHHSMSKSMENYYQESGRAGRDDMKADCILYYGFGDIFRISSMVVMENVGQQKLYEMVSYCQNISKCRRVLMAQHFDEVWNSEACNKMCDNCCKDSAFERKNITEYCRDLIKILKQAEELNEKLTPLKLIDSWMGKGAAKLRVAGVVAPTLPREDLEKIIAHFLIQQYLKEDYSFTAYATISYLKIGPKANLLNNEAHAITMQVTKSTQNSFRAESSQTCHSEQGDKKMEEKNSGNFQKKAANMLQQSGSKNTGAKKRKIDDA
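RECQ1T1 50 nM; forked duplex (20 bp + 30-nt ss tails) 200 nM, ATP 2 mM final; pH 8.0, 2 mM MgCl2, 2.5 ug/ml poly(dI-dC); 15 min compound preincubation; discontinuous kinetic read over 2 h at RT.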
Luc counter = counter-screen: inhibitors of Kinase-Glo firefly luciferase. Q27757. hit rate 0.28% among 200,000. Kinase-Glo luciferase, ATP luminescence, 8 min. Potency, µM (highest dose often 38.3 µM), inactives show top-dose activity change, negative = inhibition, most hits filed as inhibitors; note: % is set by controls: 0 for no effect and ±100 for the full control effect; nearly all actives have a fitted effect of over 60% in size
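Compound is pinned into ATP-containing buffer (10 uM ATP, imidazole pH 7.2, 7 mM MgCl2). Kinase-Glo luciferase reagent is then added. Light output is recorded following an 8-min room-temperature incubation.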
IMPase Li cell = IMPase inhibition in cells with lithium potentiation | AID 1457 | Potency, µM (highest dose often 59.4 µM), inactives show at the top dose activity, negative = IMPase inhibition, usual class: inhibitors | hit rate 0.35% among 210,000 | CHO-M1 cells, IP1 TR-FRET (IP-One), carbachol + lithium;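 note: IP1 builds up when IMPase is blocked and the TR-FRET signal falls; plate controls were basal vehicle for no effect and high inhibitor control for full effect; nearly all actives have a fitted effect of over 50% in size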
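Lithium-sensitised IP1 accumulation assay; M1-expressing CHO cells treated 30 min at 37C with compound. Competitive antibody detection by time-resolved FRET followed a 10 min room-temperature lysis step.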
KDM4E inh = blocks human JMJD2E demethylase activity; JMJD2E catalytic domain, FDH-coupled NADH fluorescence (FDH is formaldehyde dehydrogenase); Potency, µM (doses to about 57.1 µM), inactives show at the highest dose activity change, negative = inhibition, actives largely listed as inhibitors; hit rate 1.6% among 230,000; active = well fitted inhibition curve with a large enough effect, not every such curve was filed as active; inconclusive = small, poorly fitted or top-dose-only effect, or another doubt; inactive = no such curve, though single readings can be large or run the other way;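 note: 0% = wells with enzyme and -100% = buffer wells without enzyme; nearly all actives have a fitted effect of over 50% in size; many of its hits are not listed in these tables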
NPSR antagonist = blocks cAMP signaling of the human neuropeptide S receptor; CHO-NPSR cells, cAMP TR-FRET, antagonist mode; Potency, µM (doses to about 38.3 µM), without a hit: at the highest dose activity change, negative = inhibition, hits mostly inhibitors; AID 1461; hit rate 1% among 220,000; Q6W5P4; note: % is set by controls: 0 for no effect and ±100 for the full control effect; nearly all actives have a fitted effect of over 50% in size; many of its hits are not listed in these tables
Target sequence (Q6W5P4 whole entry, looked up): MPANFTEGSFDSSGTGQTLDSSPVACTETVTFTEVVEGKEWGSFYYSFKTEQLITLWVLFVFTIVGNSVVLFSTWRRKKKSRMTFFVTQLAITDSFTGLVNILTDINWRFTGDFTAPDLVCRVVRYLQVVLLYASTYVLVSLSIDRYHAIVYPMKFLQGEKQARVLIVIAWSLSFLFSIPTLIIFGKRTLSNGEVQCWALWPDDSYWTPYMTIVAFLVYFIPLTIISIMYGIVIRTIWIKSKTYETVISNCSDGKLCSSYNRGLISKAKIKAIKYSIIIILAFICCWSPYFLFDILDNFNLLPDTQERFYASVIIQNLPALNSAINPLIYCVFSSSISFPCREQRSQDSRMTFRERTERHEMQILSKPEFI
SMN2 splice up = SMN2 splice variant enhancement | HEK293 SMN2-luciferase splicing reporter, luminescence, 30-36 h | Potency, µM (highest dose often 46.1 µM), for the others: at the highest dose activity change, positive = activation, hits mostly activators | hit rate 2.8% among 210,000; note: % of control where 0% means no effect; nearly all actives have a fitted effect of over 55% in size
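HEK293 cells carry an SMN2 […]–luciferase reporter in which exon 7 inclusion puts luciferase in frame. Cells were plated 10-12 h before compound addition, then incubated 30-36 h at 37C. ONE-Glo luminescence was read; sodium butyrate at 4.5 mM final served as control.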
An asterisk follows results filed as active; i = inactive; ? = inconclusive; . = no result given; & = joins results of further samples; [ ] = remark or other dose. Unless noted, calls come from the whole dose curve; as a rule, active = well fitted curve in the direction sought with a large enough effect; inconclusive = small, poorly fitted or top-dose-only effect, or another doubt; inactive = no such curve, though single readings can be large; an effect the other way counts as inactive or inconclusive. Potency is the fitted concentration of half-maximal effect.

Codes – A = Epigenetic derep; B = RGS12 GoLoco inh; C = RECQ1 helicase; D = Luc counter; E = IMPase Li cell; F = KDM4E inh; G = NPSR antagonist; H = SMN2 splice up
CC(=O)Nc1ccc(S(=O)(=O)NC(=O)C23CC4CC(CC(C4)C2)C3)cc1
  A: 0.5% | B: 7% | C: -2% | D: 12% | E: -6%[38.3 µM] | F: 2% | G: -7%[46.1 µM] | H: -5%

O=c1cc(-c2ccc(Br)cc2)[nH][nH]1
  A: 0.4% | B: 13% | C: i | D: 2% | E: -7% | F: 6% | G: 14% | H: 6%

O=C(O)c1cc(NN=Nc2ccc(Br)cc2)cc([N+](=O)[O-])c1
  A: 5.5% | B: 3% | C: -5% | D: . | E: . | F: ? | G: 33% | H: .

CCOc1ccc(NC2=NC(C)(C)N=C(N)N2)cc1
  A: -1.0% | B: 5% | C: 15% | D: -4% | E: 21%[38.3 µM] | F: 0% | G: ? | H: 21%

CC1=CCC(C(=O)N/N=C/c2cccs2)C(c2ccc(F)cc2)C1 (stereo unspecified)
  A: 0.0% | B: 12% | C: 5% | D: -2% | E: 35%[activator][38.3 µM] | F: 2% | G: ? | H: -6%

CCC(=O)c1cc2c(cc1NC(=O)C(C)C)OCCO2
  A: -1.2% | B: 4% | C: -20% | D: 0% | E: -2%[38.3 µM] | F: -15% | G: -10%[46.1 µM] | H: -7%

COc1ccc(C(CNC(=O)c2cccnc2SC)N2CCOCC2)cc1 (stereo unspecified)
  A: 0.5% | B: 0% | C: i | D: -1% | E: 10%[38.3 µM] | F: 8% | G: -5%[46.1 µM] | H: -6%

CCOC(=O)N1CCN(C(=S)NC(=O)c2ccc(F)cc2)CC1
  A: 4.3% | B: 7% | C: i | D: -3% | E: 3% | F: 0% | G: -7% | H: 2%

CCS(=O)(=O)N1Cc2ccccc2CC1C(=O)OCC(=O)Nc1ccc(C)cc1 (stereo unspecified)
  A: -1.1% | B: 14% | C: -25% | D: 0% | E: 8%[38.3 µM] | F: 0% | G: -9%[46.1 µM] | H: -10%

COc1ccc(OC)c(S(=O)(=O)N2CCN(c3ccccn3)CC2)c1
  A: -1.1% | B: -6% | C: -6% | D: -4% | E: -9%[38.3 µM] | F: ? | G: -3%[46.1 µM] | H: -11%

An excerpt from above in order of their number in SMN2 splice up, smallest number first:
mol | SMN2 splice up
CCS(=O)(=O)N1Cc2ccccc2CC1C(=O)OCC(=O)Nc1ccc(C)cc1 (stereo unspecified) | -10%
CCC(=O)c1cc2c(cc1NC(=O)C(C)C)OCCO2 | -7%
CCOC(=O)N1CCN(C(=S)NC(=O)c2ccc(F)cc2)CC1 | 2%
O=c1cc(-c2ccc(Br)cc2)[nH][nH]1 | 6%

Following part
Codes – A = Epigenetic derep; B = RGS12 GoLoco inh; C = RECQ1 helicase; D = Luc counter; E = IMPase Li cell; F = KDM4E inh; G = NPSR antagonist; H = SMN2 splice up
CCOC(=O)/C=C/C(=O)Nc1ccc(S(=O)(=O)Nc2c(C)cc(C)cc2C)cc1
  A: 4.5% | B: 6% | C: -4% | D: 0% | E: 16% | F: -10% | G: -1% | H: -3%

O=C(N/N=C/c1cccs1)c1cc(C2CC2)nc2ccccc12
  A: -0.9% | B: 0% | C: -17% | D: -1% | E: 2% | F: -12% | G: -4% | H: 21%

CCS(=O)(=O)N1CCN(c2ccccc2)CC1
  A: -0.3% | B: 8% | C: -2% | D: . | E: . | F: 0% | G: -5%[7.67 µM] | H: .

O=C(NCC(=O)N(Cc1cccs1)C(C(=O)NC1CCCC1)c1ccco1)c1cccs1 (stereo unspecified)
  A: 0.0% | B: -4% | C: i | D: 5% | E: 12%[38.3 µM] | F: 3% | G: -3%[46.1 µM] | H: -10%

O=C(CNC(=O)c1cccs1)N/N=C/c1ccc(O)cc1O
  A: 3.8% | B: 0% | C: -13% | D: -5% | E: -8% | F: 3.2µM* | G: 1% | H: -17%

COCCNC(=O)CN(C(=O)CCC(=O)Nc1cc(C)on1)c1ccccc1C
  A: 0.8% | B: 2% | C: -10% | D: 0% | E: 0%[38.3 µM] | F: 15% | G: -14%[46.1 µM] | H: -8%

COc1ccc2cc1Oc1ccc(cc1)CC1c3c(cc4c(c3Oc3cc5c(cc3OC)CCN(C)C5C2)OCO4)CCN1C (stereo unspecified)
  A: 15% | B: 19% | C: 14% | D: -3% | E: 8% | F: -11% | G: . | H: -20%

COc1ccc(OC)c(NC(=O)C(Sc2ccccc2)c2ccccc2)c1 (stereo unspecified)
  A: -1.8% | B: 0% | C: -26% | D: -3% | E: 18%[38.3 µM] | F: -4% | G: ? | H: -48%[inhibitor]

O=C(CSc1nc2scc(-c3ccccc3)c2c(=O)[nH]1)N1CCCCC1
  A: 1.1% | B: 58%[activator] | C: i | D: -1% | E: 1% | F: -1% | G: -39% | H: -15%

CCN(CC)S(=O)(=O)c1ccc(C(=O)NCc2nnc(SCC(=O)OC)n2C)cc1
  A: -1.7% | B: -9% | C: -9% | D: 1% | E: -11%[38.3 µM] | F: 4% | G: -12%[46.1 µM] | H: 12%

S=C(Nc1ccc(Br)cc1Cl)N1CCC2(CC1)OCCO2
  A: 3.8% | B: 20% | C: i | D: 3% | E: -2% | F: 3% | G: 1% | H: 28%

CCOC(=O)N1CCN(C(=O)CSc2nc(-c3cccc(C)c3)ns2)CC1
  A: -1.1% | B: 11% | C: -1% | D: -4% | E: -15%[38.3 µM] | F: 3% | G: -15%[46.1 µM] | H: 0%

COc1ccc(CN(C(=O)c2cc3ccccc3oc2=O)C2CCCCC2)cc1OC
  A: -1.0% | B: -5% | C: i | D: -5% | E: 19% | F: 3% | G: -25% | H: 25%

CCc1c(C)c2ccc(O)c(CN(C)C)c2oc1=O
  A: 7.9% | B: 0% | C: 6% | D: -4% | E: -28%[38.3 µM] | F: ? | G: 28%[46.1 µM] | H: 0%

Clc1ncc(CSc2ccccc2)s1
  A: -0.1% | B: 6% | C: i | D: 2% | E: 0% | F: 21% | G: -12% | H: 9%

CN(C)S(=O)(=O)c1ccc(C(=O)Nc2ccccc2F)cc1
  A: -1.0% | B: -7% | C: -7% | D: -1% | E: 17%[38.3 µM] | F: 5% | G: -2%[46.1 µM] | H: 11%

COc1ccc(NC(=O)CC(C)c2ccccc2)c([N+](=O)[O-])c1 (stereo unspecified)
  A: 0.1% | B: 5% | C: -6% | D: 1% | E: 5% | F: 7% | G: 0% | H: 16%

COc1ccc(N2CCN(CCNS(=O)(=O)c3cccc4nsnc34)CC2)cc1
  A: -12% | B: -7% | C: i | D: 0% | E: 13%[38.3 µM] | F: -2% | G: -4%[46.1 µM] | H: -22%

C=CCn1c(SCC(=O)Nc2cc(OC)c(NC(=O)c3ccco3)cc2OC)nnc1-c1ccncc1
  A: -1.0% | B: 0% | C: -3% | D: 3% | E: 7% | F: 11% | G: 1% | H: -15%

COc1cc(/C=C(/NC(=O)c2ccccc2Cl)C(=O)O)cc(OC)c1OC
  A: -1.1% | B: -6% | C: -9% | D: 2% | E: -9%[38.3 µM] | F: 11% | G: 1%[46.1 µM] | H: -13%

CS(=O)(=O)N1CCc2cc(S(=O)(=O)N3CCCCC3)ccc21
  A: -5.0% | B: 7% | C: -1% | D: -1% | E: -2% | F: 13% | G: 14% | H: -26%

C=CCn1c(C)cc(C(=O)CSc2nnc3c(Cl)cc(Cl)cn23)c1C
  A: -3.9% | B: 4% | C: -1% | D: -3% | E: 3%[38.3 µM] | F: -4% | G: -11%[46.1 µM] | H: 2%

Cc1ccc(/C=C/C(=O)c2ccc(N3CCOCC3)cc2)s1
  A: 7.9% | B: 41%[activator] | C: ? | D: ? | E: 12% | F: -10% | G: 0% | H: 22µM*

Cc1ccc2[nH]c(=O)c(CN(Cc3ccco3)S(=O)(=O)c3c(C)ccc4nsnc34)cc2c1
  A: 0.0% | B: -2% | C: -4% | D: -2% | E: 30%[38.3 µM] | F: ? | G: ? | H: 7.9µM*

CC(C)c1ccc2[nH]c3nc(SCC(=O)N4CCOCC4)nnc3c2c1
  A: 0.7% | B: 8% | C: -4% | D: -4% | E: -6% | F: 3% | G: -1% | H: ?

O=C(CSc1nnc2ccccn12)NCc1ccco1
  A: -4.7% | B: -21% | C: -1% | D: -1% | E: -1% | F: ? | G: 25% | H: -27%

CC(C)(C)OC(=O)N1CCC[C@H]1c1nnc(SCc2ccccc2)o1
  A: 2.0% | B: 3% | C: -9% | D: . | E: . | F: -2% | G: 17% | H: .

O=C(Nc1cc(C(=O)Nc2ccc(S(=O)(=O)O)cc2S(=O)(=O)O)cc(C(=O)Nc2ccc(S(=O)(=O)O)cc2S(=O)(=O)O)c1)Nc1cc(C(=O)Nc2ccc(S(=O)(=O)O)cc2S(=O)(=O)O)cc(C(=O)Nc2ccc(S(=O)(=O)O)cc2S(=O)(=O)O)c1
  A: -1.2%&0.2% | B: 117%&70%[activator] | C: -1%&47% | D: 8%&5% | E: -15%&17% | F: ? | G: -11%[46.1 µM] | H: 24%

Cc1ccc(Cl)cc1N1CCN(Cc2nnnn2C2CCCCC2)CC1
  A: 7.2% | B: 7% | C: i | D: -3% | E: 9%[38.3 µM] | F: -5% | G: ? | H: -15%

O=c1[nH]cnc2nn(-c3ccccc3)nc12
  A: -3.0% | B: 4% | C: -11% | D: -9% | E: 6%[38.3 µM] | F: ? | G: -5%[46.1 µM] | H: ?

CCn1c(-c2cc3ccccc3cc2O)n[nH]c1=S
  A: 0.0% | B: 3% | C: -17% | D: -1% | E: 5%[38.3 µM] | F: ? | G: -14%[46.1 µM] | H: -3%

COC(=O)CNC(=O)C(NC(=O)c1ccc(Cl)cc1)C(C)C (stereo unspecified)
  A: 0.1% | B: -22% | C: i | D: 3% | E: 21%[38.3 µM] | F: 0% | G: -7%[46.1 µM] | H: -20%

O=C(C1CCCCC1)N(Cc1nc2sc3c(c2c(=O)[nH]1)CCCC3)Cc1cccs1
  A: -0.8% | B: 2% | C: i | D: 1% | E: 1%[38.3 µM] | F: ? | G: -34%[46.1 µM] | H: -12%

CC1=CC(=O)C=C(C)C1=NOS(=O)(=O)c1ccccc1
  A: 6.1% | B: -4% | C: i | D: -5% | E: 57%[activator][38.3 µM] | F: 7% | G: 7.9µM* | H: 4%

The list is partial; count on the stated rates, not on these rows.
